AmpC inh det: inhibitors of E. coli AmpC beta-lactamase with detergent | P00811 | purified AmpC, nitrocefin hydrolysis with detergent | Potency, µM (titrated, usually from 28.7 µM), for inactives: at the highest dose activity change, negative = inhibition | actives 0.09% (n = 71,000) | AID 584; active = well fitted curve in the direction sought with a large enough effect
Target sequence (P00811 whole entry, looked up): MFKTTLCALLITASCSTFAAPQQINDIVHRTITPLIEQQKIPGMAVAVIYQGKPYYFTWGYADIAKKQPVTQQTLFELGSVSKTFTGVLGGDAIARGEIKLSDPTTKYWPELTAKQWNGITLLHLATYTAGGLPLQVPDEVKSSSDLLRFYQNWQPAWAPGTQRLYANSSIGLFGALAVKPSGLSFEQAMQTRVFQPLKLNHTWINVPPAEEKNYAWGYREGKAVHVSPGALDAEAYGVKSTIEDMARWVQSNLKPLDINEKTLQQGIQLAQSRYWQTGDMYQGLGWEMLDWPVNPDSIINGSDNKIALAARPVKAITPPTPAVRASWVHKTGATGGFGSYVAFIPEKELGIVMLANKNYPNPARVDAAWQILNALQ
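E. coli AmpC (5.3 nM) in 20 mM phosphate pH 7.0 with 0.01% Triton X-100, preincubated 15 min RT with compound; nitrocefin (2 uL of 800 uM stock) hydrolysis followed by 480 nm absorbance every 20 s over 4 min.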
Active calls of the source: *; [ ] = another dose, or the depositor's remark. % is set by controls: 0 for no effect and ±100 for the full control effect; potency is the fitted concentration of half-maximal effect. A portion of the library; rates above refer to the full screens.

A first look, 2 compounds:
SMILES	AmpC inh det
COC(=O)c1c(-c2ccccc2)csc1NC(=O)c1ccco1	0%
c1coc(CNc2ncnc3c2oc2ccccc23)c1	16%

Results, previewed entries included:
SMILES	AmpC inh det
COC(=O)c1c(-c2ccccc2)csc1NC(=O)c1ccco1	0%
c1coc(CNc2ncnc3c2oc2ccccc23)c1	16%
CCOC(=O)C1=C(C)NC(=O)NC1c1ccc2c(c1)OCCO2 (configuration not stated)	-4%
CCC(C)Nc1nc(SC(C(C)=O)C(C)=O)nc(N(C)C)n1 (configuration not stated)	-4%
Cn1cc(S(=O)(=O)CC(=O)Nc2ccc3c(c2)OCCO3)c2ccccc21	-3%
COC(=O)c1ccc(O)c(Sc2cc(C(=O)OC)ccc2O)c1	-5%
O=C(CSc1nc(Nc2ccccc2)nc(N2CCOCC2)n1)Nc1ccc2c(c1)OCCO2	-1%
CCn1c(=O)n(CC)c2cc(S(=O)(=O)Nc3ccccc3C)c(C)cc21	-3%
CCOc1ccc(-n2c(SC(C)C)nc3c(c2=O)SCC3)cc1	-3%
O=C(CSc1ccc(-c2nc3ccccc3[nH]2)cn1)N1CCN(C(=O)c2ccco2)CC1	12%
COc1ccc(C(=O)Oc2c(CN3CCOCC3)cc(Cl)c3cccnc23)cc1OC	24%
CCOC(=O)CSc1nc2c(c(=O)n1-c1ccc(OC)cc1)SCC2	12%
Cc1noc(C)c1-c1nccc(N2CCN(C)CC2)n1	-1%
COc1ccc(-c2ccc(=O)n(Cc3cc(=O)n4ccccc4n3)n2)cc1	-2%
Cc1c(/C=N/n2cnnc2)c2ccccc2n1CCOc1ccccc1	-2%
O=C(c1cc2c(s1)CCCC2)N1CCC2(CC1)OCCO2	-7%
Cc1ccc(-c2noc(COc3ccccc3C)n2)cc1	8%
CCOc1ccccc1NS(=O)(=O)c1cccs1	-2%
O=C(O)Cc1csc2ccccc12	-3%
CC(=O)Nc1ccc(S(=O)(=O)N2CCCc3ccccc32)cc1	-6%
Cc1cc(C)n(C(=O)c2cc3sccc3[nH]2)n1	5%
COc1cc2cc3c(N)c(C(=O)NCc4ccco4)sc3nc2cc1OC	-3%
CCN(CC)CCOC(=O)c1c(C)oc2ccc(OC)cc12	1%
Cc1ccc(C2C(C(=O)c3sc(C)nc3C)=C(O)C(=O)N2CCN(C)C)o1 (configuration not stated)	11%
O=C(Cc1ccccc1)Nc1nonc1NC(=O)c1ccccc1	0%

Arranged by count of non-hydrogen atoms (high to low): some entries from above.
SMILES	AmpC inh det
O=C(CSc1nc(Nc2ccccc2)nc(N2CCOCC2)n1)Nc1ccc2c(c1)OCCO2	-1%
COc1cc2cc3c(N)c(C(=O)NCc4ccco4)sc3nc2cc1OC	-3%
Cc1c(/C=N/n2cnnc2)c2ccccc2n1CCOc1ccccc1	-2%

Carrying on:
SMILES	AmpC inh det
O=C(O)CCC(NS(=O)(=O)c1ccc(N2CCCC2=O)cc1)C(=O)O (configuration not stated)	-4%
O=S(=O)(NCCCO)c1ccc2c(c1)Cc1cc(S(=O)(=O)NCCCO)ccc1-2	-1%
COc1ccc(S(=O)(=O)Nc2cc(Cl)ccc2OC)cc1	-3%
CC(NS(=O)(=O)c1ccc(CCC(=O)N2CCN(C)CC2)cc1)c1ccccc1 (configuration not stated)	-1%
CCOC(=O)C1=C(C)N(c2ccccc2)C(=O)C1CC(=O)O (configuration not stated)	-5%
CC(=O)CCc1oc2ccc(NC(C)=O)cc2c1-c1ccc(C)o1	12%
CC(C)c1nccn1S(=O)(=O)c1cc(Cl)ccc1Cl	10%
O=C(CN1CCN(c2ccc(F)cc2)CC1)Nc1ccc(-n2cnnn2)cc1	-1%
C/C(=N\O)C1/C(=N/O)CC2C1C2(C)C (configuration not stated)	-4%
CCCOc1ccc(NC(N)=O)cc1OCCC	-1%
CCSCCNC(=O)c1cncc(Br)c1	-5%
c1ccc(N2CCN(Cc3ccsc3)CC2)nc1	-4%
COCCNC(=O)c1cc(-c2ccc(Cl)c(Cl)c2)on1	3%
CSc1nncn1/N=C/c1cc(Cl)ccc1F	19%
O=C(Nc1ccc2sccc2c1)c1ccc(Cl)s1	8%
COCCNC(=O)c1cc2sc3ccccc3c2s1	-2%
COc1ccc(-c2noc(CSc3nc4ccccc4c(=O)n3-c3ccccc3)n2)cc1OC	-6%
Cc1ccnc(NC(=O)CCC(=O)N(CC(=O)NCC2CCCO2)Cc2ccc(F)cc2)c1 (configuration not stated)	3%
CCn1cc(S(=O)(=O)CC(=O)NC2CCCCC2)c2ccccc21	-1%
c1cncc(-c2nn3c(Cn4nnc5ccccc54)nnc3s2)c1	-2%
COc1ccc(CCNc2ncnc3nc[nH]c23)cc1OC	6%
CCC1(CC)C(=O)C(C)(C)C(=O)OC1c1cccs1 (configuration not stated)	-6%
CCn1c(SCC(=O)NCCOc2ccccc2)nc2ccccc2c1=O	6%
N#C/C(=C(/O)CN1C(=O)c2ccccc2C1=O)c1nc2ccccc2[nH]1	-4%
O=C1CCCN1CCCN1C(=O)N[C@@H](Cc2ccccc2)C1=O	-5%

Rewritten with each value named: part of the list above
> CC(=O)Nc1ccc(S(=O)(=O)N2CCCc3ccccc32)cc1
  AmpC inh det: -6%

> Cc1ccc(-c2noc(COc3ccccc3C)n2)cc1
  AmpC inh det: 8%

Additional compounds.
SMILES	AmpC inh det
C=CCn1c(O)c(C(C)=NCc2cc(OC)cc(OC)c2)c(=O)[nH]c1=O	-3%
COc1ccc(N2CCN(C(CNS(=O)(=O)c3cc(F)ccc3F)c3cccnc3)CC2)cc1 (configuration not stated)	-5%
Cc1cc(C)n2cc(CSc3nnnn3-c3ccccc3C)nc2n1	-2%
Cn1c(CNc2ccc(Cl)cc2)nnc1SCc1ccccc1	-9%
O=C(c1ccccc1Cl)N1CCN(c2ccccn2)CC1	-4%
Cc1ccc(N2C(=O)C(Cl)=C(NCCO)C2=O)c(C)c1	8%
Cc1cccc(CNc2cc(-c3ccccc3CN(C)C)ncn2)c1	10%
C[N+](C)(C)/N=C\c1ccc(O)c(O)c1	-3%[5.75 µM]
CCOc1ccc2nc(Nc3nc4c(c(=O)[nH]3)CCC4)nc(C)c2c1	7%
O=C(CN1CCN(c2ccccc2F)CC1)c1ccc2cc[nH]c2c1	11%
CC(C)CN(CC(C)C)S(=O)(=O)N1CCC(C(=O)NCCN2CCOCC2)CC1	1%
N#CCc1nc(CSc2nc3ccccc3o2)cs1	-4%
Cc1ccccc1-c1ccc2ncnc(N(C)Cc3ccco3)c2c1	11%
C/C=C/Cn1c(N(C)Cc2ccccc2)nc2c1c(=O)[nH]c(=O)n2C	12%
COc1ccc2[nH]cc(C(O)CN3CCN(c4ccccc4)CC3)c2c1 (configuration not stated)	20%
O=C1N2c3ccccc3CCc3cccc(c32)C1(O)C(F)(F)F (configuration not stated)	-5%
CCN=C(NCC)SC1CC(=O)N(c2ccccc2)C1=O (configuration not stated)	5%
COCC(=O)Nc1nc2ccc(S(C)(=O)=O)cc2s1	-3%
O=C(c1ccc(=O)n(Cc2ccccc2)n1)N1CCN(C/C=C/c2ccccc2)CC1	-2%
CC1CCCN(S(=O)(=O)c2ccc(NC(=O)c3cccc(-n4cnnn4)c3)cc2)C1 (configuration not stated)	10%
Cc1cc(C)cc(N2CCN(C(=O)N3CCOCC3)CC2)c1	-1%
CCOC(=O)N1CCN(C(=O)C2CC(c3ccccc3OC)=NO2)CC1 (configuration not stated)	-2%
COc1ccc(N2C(=NC(C)=O)SC3CS(=O)(=O)CC32)cc1OC (configuration not stated)	-6%
Oc1ccccc1-c1cc(C(F)(F)C(F)F)[nH]n1	-10%
OCCN1CN=C(Nc2nc3ccccc3o2)NC1	-4%

SMILES	AmpC inh det
COc1ccc(C2c3sc(=O)[nH]c3SC3C4CCC(C4)C23)cc1 (configuration not stated)	-6%
O=C(C(c1ccccc1)c1ccccc1)N1CCN(CC(O)COc2ccccc2)CC1 (configuration not stated)	8%
COc1ccc(C(OC(=O)c2ccco2)C(=O)NCC2CCCO2)cc1 (configuration not stated)	14%
O=C(CCS(=O)(=O)Cc1ccccc1)NC1CCCCC1	-4%
O=C1CC(Nc2ccc(N3CCOCC3)cc2)C(=O)N1c1cccc(C(F)(F)F)c1 (configuration not stated)	8%
Cn1ncc2c1ncn1nc(CCc3ccccc3)nc21	12%
CCOC(=O)N1CCN(C(=O)CS(=O)(=O)c2cn(Cc3cccc(F)c3)c3ccccc23)CC1	-6%
CC1(C)Cc2c(sc3c2c(=O)n(Cc2ccccc2)c2nncn32)CO1	-5%
O=C1CN2C(=Nc3ccc(Cl)cc3C2c2ccccc2)CN1 (configuration not stated)	0%
Cc1cc2c(c(=O)n1CCN(C)C)C(c1ccncc1)C(C#N)=C(N)O2 (configuration not stated)	2%
Cc1cccc([N+](=O)[O-])c1	8%
CCc1c(C)sc(NC(=O)c2cc(-c3cc(OC)ccc3OC)on2)c1C#N	-2%
Cc1ccc(C)c(N2CCN(CCCNC(=O)Cn3cc4c(n3)CCCCC4)CC2)c1	5%
c1ccc(Nc2cccc3ccccc23)cc1	8%
O=C(Cc1cn2ccsc2n1)Nc1nc2c(s1)CCCC2	1%
O=C(c1cc(C(F)(F)F)cc(C(F)(F)F)c1)N1CCC2(CCCN(c3ccncc3)C2)CC1	-3%
CCn1c(=O)c2c(nc(SCc3ccccn3)n2C)n(C)c1=O	0%
O=C(O)C1(c2cccc(Cl)c2)CCC1	3%
COc1ccc(NC(=O)CSc2nccn2-c2ccccc2)c(OC)c1	-2%
O=C(c1cccc(F)c1)N1CCc2ccccc21	0%
COc1cccc(-c2cc(C(=O)Nc3cnn(Cc4ccccc4C)c3)no2)c1	-5%
c1cncc(-c2cc(NCc3cccs3)ncn2)c1	8%
CCN1C(=O)c2ccccc2S(=O)c2ccc(C(=O)N3CCCCCC3)cc21 (configuration not stated)	5%
Cc1cc(NCCCN2CCOCC2)n2nc(C)c(-c3ccc(F)cc3)c2n1	15%
CC[C@](N)(C(=O)O)C(C)C	-6%[5.75 µM]

Reprinted at random: 3 records from the list.
SMILES	AmpC inh det
COc1ccc(-c2noc(CSc3nc4ccccc4c(=O)n3-c3ccccc3)n2)cc1OC	-6%
O=C(C(c1ccccc1)c1ccccc1)N1CCN(CC(O)COc2ccccc2)CC1 (configuration not stated)	8%
CCn1c(SCC(=O)NCCOc2ccccc2)nc2ccccc2c1=O	6%

(further entries)
SMILES | AmpC inh det
Cc1noc(NS(=O)(=O)c2ccc(NC(=O)CCC3CCCCC3)cc2)c1C | -2%
Cc1noc(C)c1C(=O)N1CCC[C@@]2(CCN(Cc3ccccc3)C2)C1 | -3%
CCN1CCN(CCCNc2ncnc3nc[nH]c23)CC1 | 8%
CCCn1c2ccccc2c2cc(C(=O)O)ccc21 | -4%
CC1CC(C)CN(S(=O)(=O)c2ccc3c(c2)oc(=O)n3CC(=O)N2CCOCC2)C1 (configuration not stated) | 12%
CCc1cccc(NC(=O)c2ccc(Br)o2)c1 | -5%
COc1ccc(OC)c(NC(=O)CCCN2C(=O)C3C4C=CC(C4)C3C2=O)c1 (configuration not stated) | 13%
CC(C)[C@H](NC(=O)Nc1ccc(Oc2ccccc2)cc1)C(=O)O | -3%
COc1ccc(CC(=O)Nc2ccc(-c3noc(COc4ccccc4C)n3)cc2)cc1 | -1%
CCCCCC[C@H]1C(=O)O[C@H](C)[C@H](NC(=O)c2cccc(NC=O)c2O)C(=O)O[C@@H](C)[C@H]1OC(=O)CC(C)C | -5%[12.8 µM]
O=C(O)CSc1ccc(N=C=S)cc1 | -3%[5.75 µM]
COCCNCC#CCOc1ccc(OC)cc1 | 0%

SMILES | AmpC inh det
CC(C)C(C)(C#N)NC(=O)CSc1nnc(-c2ccncc2)n1Cc1ccccc1 (configuration not stated) | -1%
COCCCN1C(=O)C(=O)/C(=C(/O)c2ccc3c(c2)CC(C)O3)C1c1cccnc1 (configuration not stated) | -2%
COc1ccccc1OCCNC(=O)c1ccccc1C | -4%
O=C(Oc1cccc(C(=O)N2CCOCC2)c1)c1ccc(Br)cc1 | 1%
CC(=O)c1c(C)[nH]c(C(=O)N2CCN(c3ncccn3)CC2)c1C | 4%
CCCN(CCC)c1nc2ccccc2n2c(C)nnc12 | -6%
O=C(NCCNC[C@@H](O)COc1ccc(O)cc1)N1CCOCC1 | -5%
CC(C)C[C@@H](CC(=O)N[C@H](CC(=O)N[C@@H]1CCCC[C@H]1C(=O)N[C@H](CC(=O)N[C@@H](CCC(=O)O)CC(=O)O)Cc1ccccc1)C(C)C)NC(=O)[C@@H]1CCCC[C@H]1N | 19%
COc1ccc2[nH]cc(CCNc3ccnc(-c4cccnc4)n3)c2c1 | 9%
Nc1nc(SCc2ccc(Cl)cc2Cl)n[nH]1 | -4%
CC1(C)NC(=O)N(CC(O)COc2ccc(-c3ccccc3)cc2)C1=O (configuration not stated) | 9%
COc1ccc2occ(C(=O)c3coc4ccc(O)c(CN(C)C)c34)c2c1 | -6%

SMILES | AmpC inh det
N#Cc1ccccc1Sc1ccccc1C(=O)OCc1nnc(-c2ccccc2)o1 | -3%
CCNc1ncc2nc(-c3ccc(F)cc3)c(=O)n(C[C@H]3CCCO3)c2n1 | 0%
CCOC(=O)c1cnc(-n2nc(C)cc2C)nc1N1CCOCC1 | 18%
CCCc1cc(=O)oc2cc(Oc3ncccn3)ccc12 | -2%
COc1ccc(CCNC(=O)COc2ccc(S(=O)(=O)N3CCOCC3)cc2)cc1 | -1%
Nc1nc(Cl)cc(NCCO)n1 | -4%[5.75 µM]
COC(=O)c1ccc2c(c1)N(Cc1nc(-c3cccc(C)c3)oc1C)C(=O)C1CCCN21 (configuration not stated) | 3%
CCCC(=O)NCCc1cc2ccc(OC)cc2[nH]c1=O | 0%
Cc1ccc(C(=O)c2nocc2C(=O)c2cccs2)cc1 | -4%
O=C(c1ccc(-c2ccccc2)cc1)N1CCCC1 | 7%
